# Assay outcomes from PubChem BioAssay.
# Tcruzi prolif: T. cruzi proliferation inhibition; T. cruzi beta-gal in NIH3T3, GalScreen luminescence, 90 h; AID 624255; 77,000 compounds, 5.9% hits; inhibition, % at 8.34 µM;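 active = mean inhibition above about 93%, with at least 55% of replicates each passing it, limit read from the data, passing the limit was not always enough; inconclusive = only one of those two conditions holds; inactive = neither condition holds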
# C diff growth: blocks growth of Clostridium difficile; Clostridium difficile clinical isolate growth, OD600, 24 h; active compounds read low; growth activity, negative = inhibition, % at 16 µg/mL (by protocol); 86,000 compounds, 0.25% hits;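 active = mean growth activity at or below -80% and every replicate also at or below -80%; inconclusive = mean at or below -80% but some replicate above -80%; inactive = mean growth activity above -80%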;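 note: 0% = DMSO wells and -100% = levofloxacin 16 µg/mL wells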
# Pf Dd2 inh: blocks growth of Plasmodium falciparum Dd2 parasites. P. falciparum Dd2 growth, SYBR Green, 72 h; active compounds read low. activity change, % at 10 µM. 94,000 compounds, 2.3% hits. AID 1159554; in the data active = activity change below about -80%; inconclusive = no clear call, values can overlap the other calls
# KDM4C inh: blocks human GASC-1 (KDM4C) demethylase activity; Q9H3R0; GST-KDM4C 2-372, H3K9me3 peptide, LANCE TR-FRET; 96,000 compounds, 0.15% hits; AID 720574; inhibition, % at 12.5 µM;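 active = mean replicate inhibition above about 25%, with at least 55% of replicates also reaching it, limit read from the data, passing the limit was not always enough; inconclusive = only one of those two conditions met; inactive = neither condition met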
# Target sequence (Q9H3R0 2-372 limits assumed): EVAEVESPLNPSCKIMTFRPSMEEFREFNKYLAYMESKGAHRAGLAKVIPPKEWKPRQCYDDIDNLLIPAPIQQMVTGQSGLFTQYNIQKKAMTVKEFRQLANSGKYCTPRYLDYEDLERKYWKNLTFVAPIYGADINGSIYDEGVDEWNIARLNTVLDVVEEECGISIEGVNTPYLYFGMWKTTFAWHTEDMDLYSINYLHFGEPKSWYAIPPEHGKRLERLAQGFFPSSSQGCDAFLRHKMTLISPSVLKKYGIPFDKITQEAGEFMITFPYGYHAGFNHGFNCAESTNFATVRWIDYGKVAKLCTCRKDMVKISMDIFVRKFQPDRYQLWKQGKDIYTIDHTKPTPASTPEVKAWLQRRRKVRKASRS
#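 Test system: N-terminal GST-fused human GASC-1 (KDM4C) fragment, residues 2-372; quantity: GASC-1 enzyme at 10 nM final in reaction; dosing: single dose; schedule: 30 min demethylation and 1 h detection at room temperature; signal: LANCE TR-FRET, excitation 340 nm, emissions 618 and 671 nm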
# An asterisk follows results filed as active; u = inconclusive; x = no result given; & = joins results of further samples.
# Under each structure: Tcruzi prolif	C diff growth	Pf Dd2 inh	KDM4C inh
> COc1ccc2c3c(n(C)c2c1)[C@H](CO)NCC31CN(Cc2ccncc2)C1
  x	12.1	-79.7	0.9
> COc1ccc(S(=O)(=O)Nc2ccc3c(c2)CC(=O)N([C@@H](C)CO)C[C@@H](C)[C@H](CN(C)C(=O)NC(C)C)O3)cc1
  33.7	3.4	21.2	2.0
> COc1ccccc1CN1[C@@H]2Cn3c(ccc(C4=CCCC4)c3=O)[C@H]1[C@@H](C(=O)N(C)C)[C@@H]2CO
  56.4	1.8	x	1.7
> O=C(Nc1cc(F)ccc1F)N1[C@@H]2CNC[C@H]1C2c1ccc(-c2ccc(F)cc2)cc1 (some centres not stated)
  x	29.2&-5.8	18.7&17.1	-0.9&-0.6
> CC=Cc1ccc2n(c1=O)C[C@H]1[C@H](CO)[C@@H](C(=O)NCC)[C@@H]2N1Cc1ccccc1 (mixture of isomers)
  31.6	-4.1	2.5	1.6
> O=C([C@@H]1[C@@H](CO)[C@@H]2Cn3c(ccc(C4=CCCC4)c3=O)[C@H]1N2C(=O)c1ccncc1)N1CCCCC1
  55.2	3.7	4.0	0.4
> O=C(CCN1CCCCC1)N[C@H]1CC[C@H](CCn2cc(-c3ccc(F)cc3)nn2)O[C@H]1CO
  -17.7	1.1	-10.2	12.6
> C[C@H](CO)N1C[C@H](C)[C@@H](CN(C)S(=O)(=O)c2ccc(F)cc2)OCCCC[C@H](C)Oc2ccc(NC(=O)CCC(F)(F)F)cc2C1=O
  -10.9	-3.9	x	0.1
> CC(C)C#Cc1cnc2c(c1)C(=O)N([C@@H](C)CO)C[C@@H](C)[C@H](CN(C)C(=O)CC1CC1)O2
  34.0	-0.2	-4.1	x
> C[C@@H]1CN([C@H](C)CO)S(=O)(=O)c2ccc(C3=CCCC3)cc2O[C@@H]1CN(C)CC1CCCCC1
  0.4	x	u	-2.2
> Cc1ccc(S(=O)(=O)Nc2cccc3c2O[C@@H](CN(C)Cc2ccccc2)[C@H](C)CN([C@@H](C)CO)C3=O)cc1
  21.5	4.7	-21.3	-0.3
> C[C@@H]1CN([C@@H](C)CO)C(=O)c2ccccc2-c2ccccc2CO[C@H]1CN(C)S(=O)(=O)c1cn(C)cn1
  7.4	-4.4	-15.4	0.2
> C[C@H](CO)N1C[C@H](C)[C@@H](CN(C)S(=O)(=O)c2cn(C)cn2)Oc2ccc(NC(=O)CCCCCC(=O)Nc3ccccc3N)cc2C1=O
  -43.4	0.1	0.9	-1.2
> COc1ccc(OC(=O)N(C)C[C@H]2OCc3ccccc3-c3ccccc3C(=O)N([C@H](C)CO)C[C@@H]2C)cc1
  32.2	-6.0	-3.3	4.4
> Cc1ccc(-c2cnc3c(c2)C(=O)N([C@H](C)CO)C[C@@H](C)[C@@H](CN(C)Cc2ccccc2F)O3)cc1
  70.7	-0.4	-5.8	14.2
> Cc1noc(C)c1S(=O)(=O)N(C)C[C@H]1Oc2ccc(NC(=O)Cn3cnnn3)cc2CC(=O)N([C@@H](C)CO)C[C@H]1C
  4.5	0.6	3.0	0.1
> CO[C@@H](CN(C)C(=O)C1CCOCC1)[C@H](C)CN(C(=O)Nc1ccc(F)cc1)[C@@H](C)CO
  -12.1	x	31.3	1.1
> C[C@@H]1CN([C@@H](C)CO)C(=O)c2cc(NS(=O)(=O)c3cn(C)cn3)ccc2O[C@@H]1CN(C)CC1CC1
  6.7	-1.4	2.1	2.9
> CCCN1C[C@@H](C)[C@H](OC)CN(C)C(=O)c2cc(NC(=O)COC)ccc2OC[C@@H]1C
  -2.3	1.4	-0.8	0.3
> C[C@@H]1CN([C@H](C)CO)C(=O)c2cc(NC(=O)C3CCCCC3)ccc2O[C@H]1CN(C)C
  -52.3	2.4	41.1	2.2
> COc1ccc(CN2C[C@H](O)COC[C@H]3O[C@H](CC(=O)NCc4ccccc4Cl)CC[C@@H]32)cc1
  6.2	-8.0&-8.7	8.8	1.9
> C[C@H](CO)N1C[C@H](C)[C@@H](CN(C)C)OCCCC[C@H](C)Oc2ccc(NC(=O)Cc3ccccc3)cc2C1=O
  4.8	-1.0	x	-1.7
> COc1ccc(S(=O)(=O)N(C)C[C@@H]2OCCCC[C@@H](C)Oc3ccc(NC(=O)NC(C)C)cc3C(=O)N([C@H](C)CO)C[C@H]2C)cc1
  36.6	4.4	x	0.1
> CCC(=O)N1CC2(C1)[C@@H](c1ccc(-c3ccc(C#N)cc3)cc1)[C@@H](CO)N2C(C)=O
  x	-5.6	-3.2	0.2
> CCCNC(=O)N1CCC2(CC1)CN(C(=O)COC)[C@@H](CO)c1c2c2ccc(OC)cc2n1C
  x	5.5	15.9	-0.8
> O=C([C@H]1[C@H](CO)[C@H]2Cn3c(ccc(-c4ccncc4)c3=O)[C@@H]1N2CCC(F)(F)F)N1CCCCC1
  -78.6	3.1	x	-0.6
> C[C@@H]1CN([C@@H](C)CO)C(=O)c2cc(NC(=O)CCN3CCOCC3)ccc2O[C@H]1CN(C)Cc1ccc(Cl)c(Cl)c1
  -14.9	2.7	1.3	0.9
> CC=Cc1ccc2n(c1=O)C[C@H]1[C@H](CO)[C@@H](C(=O)NCCOC)[C@@H]2N1Cc1nccs1 (mixture of isomers)
  -19.3	22.7	x	0.6
> O=C(c1ccc(F)cc1)N1CC(=O)N2[C@@H](CO)[C@H](c3ccc(C#CCC4CCCC4)cc3)[C@@H]2C1
  x	8.3	9.1	-0.7
> C[C@H]1CN([C@@H](C)CO)C(=O)c2cc(C#CCC3CCCC3)cnc2O[C@@H]1CN(C)C(=O)CC1CC1
  103.7&87.1	3.7&12.6	-49.1&-42.7	13.4

# Under each structure: Tcruzi prolif	C diff growth	Pf Dd2 inh	KDM4C inh
> O=C(C[C@H]1CC[C@@H]2[C@H](COC[C@@H](O)CN2C(=O)c2cccnc2)O1)NCc1ccc(-c2ccccc2)cc1
  -24.3	x	-6.9	-1.7
> CO[C@H]1CN(C)C(=O)c2ccc(NC(=O)C3CCCCC3)cc2OC[C@@H](C)N(Cc2nccs2)C[C@H]1C
  2.0	x	x	-2.7
> COc1ccc2c3c([nH]c2c1)[C@@H](CO)N(C(=O)Nc1cccc(F)c1)CC31CCN(S(=O)(=O)c2ccccc2)CC1
  x	-2.9	-1.4	-3.3
> C/C=C/c1ccc([C@H]2[C@@H](CO)N(C(=O)CN(C)C)C23CN(C(=O)C2CCC2)C3)cc1
  x	-2.9	-23.2	-0.7
> C[C@@H]1CCCCO[C@@H](CN(C)C(=O)Nc2ccc(C(F)(F)F)cc2)[C@@H](C)CN([C@H](C)CO)C(=O)c2cc(NS(C)(=O)=O)ccc2O1
  19.3	4.9	9.8	-1.0
> C[C@H]1CN([C@@H](C)CO)C(=O)c2cc(-c3cncnc3)cnc2O[C@H]1CN(C)C(=O)Cc1ccccn1
  2.6	2.6	x	-0.6
> C/C=C/c1ccc2c(c1)O[C@@H](CN(C)S(=O)(=O)c1ccccc1OC)[C@H](C)CN([C@@H](C)CO)S2(=O)=O
  115.6*	7.7	-70.1	-0.4
> O=C(NCC[C@H]1CC[C@@H](NS(=O)(=O)c2ccc(F)cc2)[C@H](CO)O1)c1ccc2c(c1)OCO2
  -44.6	-4.4	-10.5	-1.3
> COc1ccc(C#Cc2ccc([C@H]3[C@H](CO)N4CCCCN(Cc5ccccc5F)C[C@@H]34)cc2)cc1
  62.3	-97.1*	-79.6	-0.7
> COc1ccc(CN(C)C[C@H]2Oc3c(NS(=O)(=O)c4ccc(F)cc4)cccc3C(=O)N([C@@H](C)CO)C[C@@H]2C)cc1
  -5.8	-0.8	18.0	-1.1
> C[C@@H]1CN([C@H](C)CO)C(=O)c2cc(NS(=O)(=O)c3ccccc3)ccc2O[C@@H](C)CCCCO[C@H]1CN(C)S(=O)(=O)c1cccs1
  x	x	-71.5	-0.1
> C[C@@H]1CN([C@@H](C)CO)C(=O)c2cccc(NS(=O)(=O)c3ccccc3)c2O[C@@H]1CN(C)Cc1ccc(Cl)c(Cl)c1
  83.9	6.7	-19.5	x
> COc1ccc(CN(C)C[C@H]2Oc3ccc(NC(=O)Nc4ccccc4)cc3CC(=O)N([C@H](C)CO)C[C@H]2C)cc1
  18.0	0.3	26.9	-2.8
> C[C@@H]1CCCCO[C@H](CN(C)Cc2ccc(C(F)(F)F)cc2)[C@H](C)CN([C@@H](C)CO)C(=O)c2cc(NS(=O)(=O)c3cn(C)cn3)ccc2O1
  21.1	-14.7	4.1	0.2
> Cc1noc(C)c1NC(=O)Nc1ccc2c(c1)C(=O)N([C@H](C)CO)C[C@H](C)[C@@H](CN(C)Cc1ccccc1)O2
  -6.2	-1.2	14.2	1.3
> CO[C@H]1CN(C)C(=O)c2ccc(NC(=O)NC(C)C)cc2OC[C@H](C)N(S(C)(=O)=O)C[C@@H]1C
  x	-5.6	14.2	x
> CC(C)NC(=O)N(C)C[C@H]1Oc2c(NS(=O)(=O)c3ccc(Cl)cc3)cccc2C(=O)N([C@H](C)CO)C[C@@H]1C
  4.8	6.9	9.1	-0.3
> O=C(N[C@@H]1CC[C@@H](CCn2cc(Cc3ccccc3)nn2)O[C@@H]1CO)c1ccccn1
  40.7	-2.6	-10.0	0.4
> C[C@@H]1CN([C@H](C)CO)C(=O)c2cccc(NS(=O)(=O)c3cn(C)cn3)c2O[C@@H]1CN(C)Cc1ccc(Cl)c(Cl)c1
  28.2	0.0	-1.0	0.5
> COc1ccc(S(=O)(=O)N(C)C[C@@H]2Oc3ncc(-c4cccc(OC)c4)cc3C(=O)N([C@H](C)CO)C[C@@H]2C)cc1
  100.0	3.6	-41.3	1.8
> O=C(C[C@H]1C=C[C@H](NC(=O)C2CCOCC2)[C@@H](CO)O1)Nc1nccs1
  x	1.9	18.5	-1.3
> C[C@@H]1CN([C@H](C)CO)C(=O)c2cc(NS(=O)(=O)c3ccccc3)ccc2O[C@@H]1CN(C)Cc1ccc(Oc2ccccc2)cc1
  47.4	42.6	18.2	-2.2
> COCC(=O)Nc1ccc2c(c1)[C@@H]1C[C@@H](CC(=O)N[C@H](C)c3ccccc3)O[C@H](CO)[C@@H]1O2
  -25.7	-6.9	10.1	-0.5
> C[C@@H]1CN([C@H](C)CO)C(=O)c2cccc(NC(=O)Nc3ccc4c(c3)OCO4)c2O[C@@H]1CN(C)Cc1ccc(Cl)c(Cl)c1
  111.8	x	-22.1	-0.3
> CCNC(=O)[C@@H]1[C@@H](CO)[C@@H]2Cn3c(cccc3=O)[C@@H]2N1C(=O)C1CCCC1
  -24.7	-2.2	17.4	0.4
> CNC[C@H]1Oc2ccc(NC(=O)Cn3cnnn3)cc2C(=O)N([C@@H](C)CO)C[C@@H]1C
  14.1	-0.6	41.5	1.8
> Cc1cc(C(=O)Nc2cccc3c2O[C@H](CN(C)Cc2ccc(Oc4ccccc4)cc2)[C@@H](C)CN([C@H](C)CO)C3=O)n(C)n1
  35.0	5.8	-26.0	0.1
> CC(C)CC#Cc1ccc2c(c1)O[C@H](CN(C)C(=O)C1CCOCC1)[C@H](C)CN([C@@H](C)CO)S2(=O)=O
  79.4	15.2	-4.1	-0.5
> CC(C)NC(=O)N1CCCCN2[C@H](CO)[C@@H](c3ccc(C#C[C@@H](C)O)cc3)[C@H]2C1
  46.9	0.9	19.0	1.5
> C[C@@H]1CCCCO[C@H](CN(C)C(=O)CCC(F)(F)F)[C@@H](C)CN([C@@H](C)CO)C(=O)c2cc(NC(=O)C3CCCCC3)ccc2O1
  75.9	-10.6	-47.9	-0.1

# Under each structure: Tcruzi prolif	C diff growth	Pf Dd2 inh	KDM4C inh
> COc1ccc2c3c(n(C)c2c1)[C@H](CO)N(C(=O)Cc1ccccc1)CC31CN(C)C1
  x	-3.1	-3.0	-0.5
> Cc1noc(C)c1NC(=O)N(C)C[C@H]1Oc2ccc(NC(=O)Nc3ccccc3)cc2C(=O)N([C@H](C)CO)C[C@H]1C
  -2.8	-0.8	6.2	1.2
> CC(C)NC(=O)N(C)C[C@@H]1Oc2ccc(NC(=O)CCCN(C)C)cc2C(=O)N([C@@H](C)CO)C[C@H]1C
  x	-2.7	11.3	-0.8
> COc1ccc(CN(C)C[C@H]2OCCCC[C@H](C)Oc3ccc(NC(=O)Nc4ccc5c(c4)OCO5)cc3C(=O)N([C@@H](C)CO)C[C@H]2C)cc1
  58.3	x	u	1.4
> COc1ccc(S(=O)(=O)N(C)C[C@H]2Oc3c(NC(=O)Nc4ccccc4)cccc3C(=O)N([C@H](C)CO)C[C@H]2C)cc1
  48.7	x	-76.1	x
> C[C@@H]1CN([C@@H](C)CO)C(=O)c2cc(C#CC3CCCC3)cnc2O[C@@H]1CN(C)C(=O)C1CCC1
  1.0	-1.3	-9.0	-1.5

# 2 of these compounds, set out differently:
COc1ccc(CN(C)C[C@H]2Oc3c(NS(=O)(=O)c4ccc(F)cc4)cccc3C(=O)N([C@@H](C)CO)C[C@@H]2C)cc1
  Tcruzi prolif = -5.8; C diff growth = -0.8; Pf Dd2 inh = 18.0; KDM4C inh = -1.1

C[C@@H]1CN([C@H](C)CO)C(=O)c2cc(NS(=O)(=O)c3ccccc3)ccc2O[C@@H](C)CCCCO[C@H]1CN(C)S(=O)(=O)c1cccs1
  Tcruzi prolif = x; C diff growth = x; Pf Dd2 inh = -71.5; KDM4C inh = -0.1
